# MT1-MMP txn act – MT1-MMP promoter transcription activation. HT1080 MT1-MMP promoter luciferase reporter, luminescence, overnight; hits give high values. AID 750. hit rate 0.16% among 86,000. activation factor at 10 µM;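 active = activation factor of at least 2 for MT1-MMP transcription at 10 µM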
# PLAP activator – activators of human placental alkaline phosphatase | P05187 | purified PLAP enzyme, luminescent substrate read-out; hits give high values | activation fold at 20 µM | hit rate 1.2% among 96,000; in the data active = activation fold above about 2
# CYP2C19 act – cytochrome P450 2C19 (human) activation. P33261. recombinant CYP2C19, luciferin-H EGE luminescence; hits give high values; 0 = fully inhibited enzyme, 1 = untreated enzyme. activation factor at 5 µM. 96,000 tested, under 10 active;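 active = activation factor of at least 2 at 5 µM in the primary screen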;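 note: 0 = wells with 2.5 mM tranylcypromine and 1 = vehicle-only wells; values of inactives mirror those of a sister screen read the other way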
# CYP2C19 inh – blocks human cytochrome P450 2C19 | P33261 | CYP2C19 Supersomes, luciferin-H EGE luminescence, 30 min | inhibition, % at 5 µM | hit rate 21% among 96,000;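 active = CYP2C19 inhibition above a set limit at 5 µM in the primary screen, cut at about 50% in these data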;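 note: plate controls were negative control wells for no effect and 2.5 mM tranylcypromine positive control for full effect; values of inactives mirror those of a sister screen read the other way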
# Mac1 fbg inh – inhibitors of human CD11b/CD18 binding to fibrinogen; K562 CD11b/CD18 adhesion to fibrinogen, ATPlite luminescence; Mn2+ added to activate the integrin; hit rate 0.54% among 93,000; AID 1497; inhibition, % at 10 µM;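 active = primary inhibition of 50% or more at 10 µM, then 40% or more on retest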; note: some results filed as inactive read as strong as hits
# CYP2C9 inhib – inhibitors of human CYP2C9; P11712; CYP2C9 Supersomes, luciferin-H conversion, luminescence; inhibition, % at 5 µM; hit rate 20% among 96,000;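 active = blocking of liver enzyme CYP2C9 beyond about 50% at 5 µM, limit read from the data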; note: values of inactives mirror those of a sister screen read the other way
# CYP2C9 activ – increases human cytochrome P450 2C9 activity. hit rate 1.4% among 96,000. activation factor at 5 µM. AID 1024. recombinant CYP2C9, luciferin-H conversion, luminescence; hits give high values; factor 1 = untreated enzyme, 0 = blocked;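 active = activation factor of 2 or more for CYP2C9 at a 5 µM dose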;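 note: 0 = sulfaphenazole-blocked wells and 1 = vehicle-only wells; values of inactives mirror those of a sister screen read the other way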
# Mac1 fbg enh – CD11b/CD18-fibrinogen binding enhancement; P05107+P11215; K562 CD11b/CD18 adhesion to fibrinogen, ATPlite luminescence; activation, % at 10 µM; hit rate 0.07% among 93,000; AID 1499;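 active = 10 µM primary screen giving 50% or more activity, confirmed by 40% or more on retest at that dose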; note: strong numbers were not always called active; reference of the scale not given here
# PTK2B oligo ant – blocks oligomerization of human Pyk2 in cells. AID 1347419. Q14289. z-score (the deposit names both 25 µM and 10 µM). Q293 cells, Pyk2 FERM NanoBiT luminescence; hits give low values. hit rate 0.83% among 99,000;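 active = Z-score of -3 or lower, scaled per plate to the spread of control and sample wells; inactive = z-score above -3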;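 note: negative z-score means lost luminescence so less FERM oligomerization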
# Target sequence (Q14289 whole entry, looked up): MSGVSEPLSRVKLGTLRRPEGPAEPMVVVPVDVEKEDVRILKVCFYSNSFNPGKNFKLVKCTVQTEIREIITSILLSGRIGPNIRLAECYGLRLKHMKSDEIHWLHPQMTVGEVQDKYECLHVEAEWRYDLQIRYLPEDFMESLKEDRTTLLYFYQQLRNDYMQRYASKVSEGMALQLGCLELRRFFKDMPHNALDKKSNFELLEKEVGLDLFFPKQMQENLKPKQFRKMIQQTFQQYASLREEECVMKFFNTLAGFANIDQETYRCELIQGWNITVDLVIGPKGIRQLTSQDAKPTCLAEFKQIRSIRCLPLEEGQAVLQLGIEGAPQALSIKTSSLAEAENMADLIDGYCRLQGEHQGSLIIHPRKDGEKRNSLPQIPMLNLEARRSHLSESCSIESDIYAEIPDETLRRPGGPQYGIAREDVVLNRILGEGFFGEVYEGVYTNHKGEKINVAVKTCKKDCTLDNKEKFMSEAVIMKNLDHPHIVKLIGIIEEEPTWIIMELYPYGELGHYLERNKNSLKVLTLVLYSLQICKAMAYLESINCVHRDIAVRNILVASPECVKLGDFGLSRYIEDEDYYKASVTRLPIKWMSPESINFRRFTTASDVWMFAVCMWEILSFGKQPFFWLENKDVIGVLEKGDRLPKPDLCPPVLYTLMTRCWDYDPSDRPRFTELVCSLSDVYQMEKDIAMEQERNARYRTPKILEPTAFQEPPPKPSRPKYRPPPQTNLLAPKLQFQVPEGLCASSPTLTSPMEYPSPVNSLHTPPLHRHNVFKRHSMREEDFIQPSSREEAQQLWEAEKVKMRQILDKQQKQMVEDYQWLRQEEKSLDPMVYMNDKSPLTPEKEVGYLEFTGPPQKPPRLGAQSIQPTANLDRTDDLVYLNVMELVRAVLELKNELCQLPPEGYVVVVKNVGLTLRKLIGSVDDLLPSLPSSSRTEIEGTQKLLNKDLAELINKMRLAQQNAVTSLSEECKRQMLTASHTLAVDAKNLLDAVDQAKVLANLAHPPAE
# * marks the source's active call; other numbers are inactive results; . = not tested or not shown.
# Letter code: A = MT1-MMP txn act; B = PLAP activator; C = CYP2C19 act; D = CYP2C19 inh; E = Mac1 fbg inh; F = CYP2C9 inhib; G = CYP2C9 activ; H = Mac1 fbg enh; I = PTK2B oligo ant
> Cc1nnc(SCC(=O)NC(=O)NC(C)(C)C)n1N
  A: 1.1; B: 0.8; C: 0.9; D: 6; E: -2; F: 21; G: 0.8; H: -1; I: 1.9

> COc1ccccc1C1/C(=C(/O)c2ccccc2)C(=O)C(=O)N1CCO (centres undefined)
  A: 1; B: 1.1; C: 1; D: -4; E: -5; F: -6; G: 1.1; H: -2; I: 0.08

> CCOc1ccccc1C(=O)N1CCN=C1SCc1cccnc1
  A: 1.1; B: 1.2; C: 0.4; D: 64*; E: -10; F: 38; G: 0.6; H: -2; I: -0.42

> Cc1cccc(C)c1NC(=O)C(c1cccs1)N(Cc1ccco1)C(=O)Cn1nnc2ccccc21 (centres undefined)
  A: 1.2; B: 0.8; C: 1; D: 2; E: .; F: 4; G: 1; H: .; I: -0.7

> O=C(CN1CCN(c2ccc(F)cc2)CC1)c1ccc2c(c1)OCO2
  A: 1.3; B: 0.9; C: 0.7; D: 33; E: .; F: 31; G: 0.7; H: .; I: 1.6

> Cc1ccc(S(=O)(=O)c2nc(C)oc2NCc2ccccc2)cc1
  A: 1.2; B: 1; C: 0.6; D: 41; E: -28; F: -7; G: 1.1; H: 8; I: .

> N#Cc1cc2c(nc1SCC(=O)Nc1sc3c(c1C#N)CCC3)CCCCCC2
  A: 1.2; B: 0.8; C: 1.3; D: -26; E: -5; F: 46; G: 0.5; H: -2; I: -0.93

> COC(=O)CSc1cc(C(F)(F)F)nc(-c2ccccn2)n1
  A: .; B: 0.9; C: 1.1; D: -13; E: .; F: -5; G: 1.1; H: .; I: 1.5

> COC(=O)CSc1nnc(-c2ccccc2O)n1-c1ccc(C)cc1
  A: 1.1; B: 1.7; C: 0.4; D: 57*; E: -4; F: 37; G: 0.6; H: -1; I: -0.46

> CCCn1c(-c2ccc(OC)cc2)nc2c(=O)n(C)c(=O)[nH]c21
  A: 1; B: 0.9; C: 1; D: 3; E: -14; F: 10; G: 0.9; H: -2; I: 0.06

> CCc1nc2ccccc2n1CC(=O)N1CCN(S(=O)(=O)c2cccc(C(F)(F)F)c2)CC1
  A: 1; B: 1.3; C: 1; D: -3; E: .; F: 2; G: 1; H: .; I: 0.62

> Cc1cccc(NC(=O)c2ccccc2Br)n1
  A: 1.3; B: 0.9; C: 0.7; D: 33; E: 6; F: -22; G: 1.2; H: 11; I: .

> O=C(COC(=O)[C@@H]1CCCN1C(=O)c1cccs1)NCCc1ccccc1
  A: .; B: 0.8; C: 0.4; D: 60*; E: -7; F: 19; G: 0.8; H: 2; I: 1.1

> CCCCn1nnnc1SCC(=O)NCc1ccco1
  A: .; B: 1.2; C: 0.8; D: 19; E: -4; F: 24; G: 0.8; H: 0; I: 0.78

> CC(=O)c1ccc(NC(=O)c2ccn[nH]2)cc1
  A: 1.3; B: 1.5; C: 0.6; D: 43; E: -9; F: 69*; G: 0.3; H: 1; I: -0.49

# 12 of these compounds in a different format:
# The line under a structure holds: MT1-MMP txn act	PLAP activator	CYP2C19 act	CYP2C19 inh	Mac1 fbg inh	CYP2C9 inhib	CYP2C9 activ	Mac1 fbg enh	PTK2B oligo ant
Cc1nnc(SCC(=O)NC(=O)NC(C)(C)C)n1N
→ 1.1	0.8	0.9	6	-2	21	0.8	-1	1.9
COc1ccccc1C1/C(=C(/O)c2ccccc2)C(=O)C(=O)N1CCO (centres undefined)
→ 1	1.1	1	-4	-5	-6	1.1	-2	0.08
CCOc1ccccc1C(=O)N1CCN=C1SCc1cccnc1
→ 1.1	1.2	0.4	64*	-10	38	0.6	-2	-0.42
Cc1cccc(C)c1NC(=O)C(c1cccs1)N(Cc1ccco1)C(=O)Cn1nnc2ccccc21 (centres undefined)
→ 1.2	0.8	1	2	.	4	1	.	-0.7
O=C(CN1CCN(c2ccc(F)cc2)CC1)c1ccc2c(c1)OCO2
→ 1.3	0.9	0.7	33	.	31	0.7	.	1.6
Cc1ccc(S(=O)(=O)c2nc(C)oc2NCc2ccccc2)cc1
→ 1.2	1	0.6	41	-28	-7	1.1	8	.
N#Cc1cc2c(nc1SCC(=O)Nc1sc3c(c1C#N)CCC3)CCCCCC2
→ 1.2	0.8	1.3	-26	-5	46	0.5	-2	-0.93
COC(=O)CSc1cc(C(F)(F)F)nc(-c2ccccn2)n1
→ .	0.9	1.1	-13	.	-5	1.1	.	1.5
COC(=O)CSc1nnc(-c2ccccc2O)n1-c1ccc(C)cc1
→ 1.1	1.7	0.4	57*	-4	37	0.6	-1	-0.46
CCCn1c(-c2ccc(OC)cc2)nc2c(=O)n(C)c(=O)[nH]c21
→ 1	0.9	1	3	-14	10	0.9	-2	0.06
CCc1nc2ccccc2n1CC(=O)N1CCN(S(=O)(=O)c2cccc(C(F)(F)F)c2)CC1
→ 1	1.3	1	-3	.	2	1	.	0.62
Cc1cccc(NC(=O)c2ccccc2Br)n1
→ 1.3	0.9	0.7	33	6	-22	1.2	11	.

# Following part
# Letter code: A = MT1-MMP txn act; B = PLAP activator; C = CYP2C19 act; D = CYP2C19 inh; E = Mac1 fbg inh; F = CYP2C9 inhib; G = CYP2C9 activ; H = Mac1 fbg enh; I = PTK2B oligo ant
> Cc1ccccc1NC(=O)OCc1cccnc1Sc1ccc(Cl)cc1
  A: .; B: 1.1; C: 1.1; D: -14; E: 12; F: -19; G: 1.2; H: -5; I: 1.1

> CC(=O)Nn1c(C)nnc1-n1nc(C)cc1C
  A: 0.9; B: 1; C: 0.9; D: 11; E: 5; F: 24; G: 0.8; H: 2; I: 0.01

> CCOC(=O)/C(C#N)=C1/SC(C)C(=O)N1c1ccc(Br)cc1 (centres undefined)
  A: 1.2; B: 1.3; C: 0; D: 95*; E: -9; F: 72*; G: 0.3; H: -1; I: 1.4

> CC(C)CCN(C)C1CCN(C(=O)Nc2c(F)cccc2F)CC1
  A: 1.1; B: 1.1; C: 1; D: 2; E: -8; F: 3; G: 1; H: 0; I: .

> O=C1C2C3C=CC([C@@H]2C(=O)N1c1nccs1)C31CC1 (some centres undefined)
  A: 1.1; B: 0.9; C: 0.2; D: 76*; E: 11; F: 9; G: 0.9; H: -2; I: -0.31

> COc1ccc2[nH]c(=O)c(CN(Cc3cccs3)S(=O)(=O)c3c(C)ccc4nsnc34)cc2c1
  A: 1.2; B: 0.8; C: 0.6; D: 36; E: 11; F: 30; G: 0.7; H: -2; I: -2.5

> Cc1cc(C(=O)NCc2cc(C(=O)O)oc2C)c(C)o1
  A: 1.1; B: 1; C: 1.1; D: -6; E: -1; F: 1; G: 1; H: 2; I: -0.02

> COc1cccc(OC)c1C(=O)Nc1ccc(NC(=O)c2ccco2)cc1
  A: 1.1; B: 0.9; C: 0.8; D: 17; E: -15; F: 8; G: 0.9; H: -2; I: 1.2

> CC(=O)NC1CC(C)(C)N(OC(C)=O)C(C)(C)C1
  A: 1.2; B: 0.9; C: 0.8; D: 18; E: -9; F: -3; G: 1; H: -1; I: 0.27

> COC(=O)c1ccc(S(=O)(=O)N(Cc2cc3cc4c(cc3[nH]c2=O)OCO4)C2CCCCC2)cc1
  A: 1.1; B: 0.9; C: 1; D: -2; E: -10; F: 1; G: 1; H: -3; I: .

> CCOc1ccccc1CNC(=O)c1cc2oc3ccccc3c2n1CC
  A: 1; B: 1.1; C: 0.3; D: 66*; E: -20; F: -11; G: 1.1; H: 0; I: -2

> Cc1ccc(C23CC4CC(CC(NC(=O)N5CCN(C)CC5)(C4)C2)C3)cc1
  A: 1.2; B: 1.6; C: 0.6; D: 36; E: 10; F: 30; G: 0.7; H: -1; I: -0.12

> Cc1cccc(Oc2sc(C(=O)c3ccccc3)c(N)c2C#N)c1C
  A: .; B: 0.9; C: 0.5; D: 47; E: .; F: 27; G: 0.7; H: .; I: -1.9

> CCOc1ccc2nc(NC(=O)CSc3nc4cccnc4n3C)sc2c1
  A: 1.3; B: 1; C: 1.1; D: -10; E: .; F: -23; G: 1.2; H: .; I: 0.25

> Cc1ccc(C(=O)N/C(=C\c2cccs2)C(=O)NCCCn2ccnc2)cc1C
  A: .; B: 1.1; C: 0.5; D: 48; E: -13; F: 54*; G: 0.5; H: 1; I: 0.32

# Further compounds:
# Letter code: A = MT1-MMP txn act; B = PLAP activator; C = CYP2C19 act; D = CYP2C19 inh; E = Mac1 fbg inh; F = CYP2C9 inhib; G = CYP2C9 activ; H = Mac1 fbg enh; I = PTK2B oligo ant
> Cc1cc(C)c(S(=O)(=O)Nc2ccc(O)cc2)cc1C
  A: 1; B: 1; C: 0; D: 97*; E: 9; F: -12; G: 1.1; H: 0; I: 0.04

> COC(=O)CSc1nc2c(c(-c3ccc(C)o3)c1C#N)CCCC2
  A: 1; B: 0.8; C: 0.6; D: 35; E: 7; F: -66; G: 1.7; H: 0; I: -1.7

> CC(C)c1ccc(C2C(C#N)=C(N)N3C(=C2C#N)Sc2ccccc23)cc1 (centres undefined)
  A: 1.2; B: 1.2; C: 0.3; D: 67*; E: -1; F: 21; G: 0.8; H: 3; I: .

> CCc1sc(NS(C)(=O)=O)nc1-c1ccccc1
  A: .; B: 0.9; C: 0.9; D: 10; E: -10; F: 18; G: 0.8; H: -4; I: 0.08

> CCS(=O)(=O)N1CCCC(C(=O)NC2CCCCC2C)C1 (centres undefined)
  A: 1.1; B: 0.8; C: 0.9; D: 8; E: .; F: -10; G: 1.1; H: .; I: -0.34

> CN1CCc2c(c3c(n2C)CCN(C)C3c2ccc(F)cc2)C1c1ccc(F)cc1 (centres undefined)
  A: 1; B: 1.5; C: 1.1; D: -8; E: 5; F: 15; G: 0.8; H: -4; I: 0.04

> Cn1c(NC(=O)c2ccccc2F)cc(=O)n(C)c1=O
  A: 1; B: 0.9; C: 1; D: -1; E: -1; F: 0; G: 1; H: -3; I: .

> O=C(CSc1nc(N2CCCCC2)nc(N2CCCCC2)n1)N1CCN(c2ccccc2)CC1
  A: 1.1; B: 1.6; C: 0.2; D: 77*; E: -1; F: 83*; G: 0.2; H: 2; I: -1.9

> CC(C)CNC(=O)c1nc(-c2ccccc2)n(-c2ccccc2)n1
  A: 1.2; B: 1.2; C: 0.9; D: 13; E: .; F: 16; G: 0.8; H: .; I: -0.65

> Cc1c(Nc2nc3ccccc3nc2NS(=O)(=O)c2ccccc2)c(=O)n(-c2ccccc2)n1C
  A: 1.1; B: 1.3; C: 0.9; D: 9; E: -7; F: 29; G: 0.7; H: -3; I: -0.31

> COC(=O)C1CSC(C(=O)OC)N1C(=O)Nc1ccc(Cl)cc1 (centres undefined)
  A: .; B: 0.9; C: 0.3; D: 69*; E: .; F: 12; G: 0.9; H: .; I: -0.74

> CCOC(=O)C1=C2SCCN2C(=O)C(C#N)C1(C)C (centres undefined)
  A: 1; B: 1.1; C: 0.8; D: 23; E: 2; F: -5; G: 1.1; H: 0; I: -1.7

> CCN=c1scc(C)n1/N=C/c1ccc(O)c(O)c1O
  A: .; B: 1.2; C: 0.7; D: 26; E: 3; F: -4; G: 1; H: -1; I: -1.1

> Cc1cccc(-n2c(C)cc(C=C3C(=O)c4ccccc4C3=O)c2C)c1
  A: .; B: 1; C: 0.9; D: 7; E: 13; F: 12; G: 0.9; H: -4; I: 0.86

> CC(C)(C)c1cc(CNC2CS(=O)(=O)C[C@@H]2O)cc(C(C)(C)C)c1O (some centres undefined)
  A: 1.2; B: 1.3; C: 0.9; D: 6; E: -16; F: 15; G: 0.9; H: -1; I: -0.49

> COC(=O)C1=C(N)Oc2cc(C)[nH]c(=O)c2C1c1ccncc1 (centres undefined)
  A: 1.1; B: 0.9; C: 0.5; D: 49; E: -3; F: 51*; G: 0.5; H: -3; I: 1.3

# Screening data (PubChem)
